AmpC no deterg: inhibitors of E. coli AmpC beta-lactamase without detergent; Potency, µM (highest dose often 57.1 µM), inactives show at the top dose activity change, negative = inhibition, hits mostly inhibitors; AID 485341; AmpC nitrocefin hydrolysis, absorbance 480 nm, 0.0001% Triton; P00811; 330,000 tested, 0.52% active;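 also: potency is read from the fitted curve at half-maximal effect; plate controls were no compound for no effect and no enzyme for full effect; nearly all actives have a fitted effect of over 20% in size; some results filed as inactive show a strong effect at the top dose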
Target sequence (P00811 whole entry, looked up): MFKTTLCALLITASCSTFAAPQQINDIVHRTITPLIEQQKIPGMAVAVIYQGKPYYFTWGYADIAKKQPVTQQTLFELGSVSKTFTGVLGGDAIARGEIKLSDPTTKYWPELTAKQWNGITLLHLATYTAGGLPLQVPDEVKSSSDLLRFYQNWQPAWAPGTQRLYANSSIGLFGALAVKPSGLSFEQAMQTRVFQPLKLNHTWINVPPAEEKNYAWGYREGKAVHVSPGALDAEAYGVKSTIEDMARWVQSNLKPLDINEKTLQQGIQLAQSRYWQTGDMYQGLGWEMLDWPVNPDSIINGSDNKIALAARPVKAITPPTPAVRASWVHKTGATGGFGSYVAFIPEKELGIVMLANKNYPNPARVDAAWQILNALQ
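AmpC (5.3 nM in the dispensed reagent) in 20 mM phosphate pH 7.0 with 0.01% (detergent screen) or 0.0001% Triton X-100 was preincubated with compounds for 15 min at room temperature. Nitrocefin was then added from an 800 uM solution, and hydrolysis was followed at 480 nm.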
Giardia FBPA inh: inhibitors of Giardia lamblia fructose-1,6-bisphosphate aldolase; Potency, µM (doses to about 59.6 µM), inactives show top-dose activity, negative = inhibition, usual class: inhibitors; purified Giardia FBPA; 290,000 tested, 0.71% active; also: potency is read from the fitted curve at half-maximal effect; % is scaled to controls: 0 for no effect and ±100 for the full control effect; nearly all actives have a fitted effect of over 55% in size
Target sequence (A8B2U2 whole entry, looked up): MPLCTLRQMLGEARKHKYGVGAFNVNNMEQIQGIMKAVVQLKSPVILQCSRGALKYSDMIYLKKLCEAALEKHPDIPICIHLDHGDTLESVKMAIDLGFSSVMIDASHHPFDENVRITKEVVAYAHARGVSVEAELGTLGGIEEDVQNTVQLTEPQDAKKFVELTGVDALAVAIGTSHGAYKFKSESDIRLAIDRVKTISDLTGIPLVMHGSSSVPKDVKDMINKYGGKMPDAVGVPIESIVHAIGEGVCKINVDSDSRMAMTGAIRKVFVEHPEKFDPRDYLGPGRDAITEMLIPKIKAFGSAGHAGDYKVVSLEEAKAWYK
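40 nM FBPA preincubated 10 min at RT with compound (up to 57.5 uM final), then substrate plus GAPDH/TPI/NAD/arsenate coupling and diaphorase/resazurin added. Fluorescence read after 20 min at RT, 525/598 nm.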
HCMV inh: inhibitors of human cytomegalovirus; 410,000 tested, 4.5% active; activity change, negative = inhibition, % at 57.5 µM; HFF cells, HCMV-luciferase reporter, 72 h; hits give low values; AID 1259415; in the data active = activity change below about -60%; inconclusive = no clear call, values can overlap the other calls; inactive = above about -39%; also: % is scaled to controls: 0 for no effect and ±100 for the full control effect
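Compounds were evaluated in HFFs infected with an HCMV luciferase reporter virus (MOI 1 PFU/cell). Luciferase in lysates collected 72 h post infection served as the replication measure.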
CHX counter: affects cycloheximide protein synthesis inhibition readout, counter-screen | cell reporter, cycloheximide protein synthesis inhibition counterscreen | max response, % | 300,000 tested, 12% active; in the data active = max response mostly above about 13%, no sharp cut-off; inactive = mostly below about 14%; also: read at 38.3 µM for the half of the compounds with a filed dose; 0% is about no effect
Shiga toxin inh: Shiga toxin inhibition. Vero cells, Shiga toxin protein synthesis inhibition reporter. inhibition, % at 38.7 µM. 290,000 tested, 9.2% active; in the data active = inhibition mostly above about 28%, no sharp cut-off; inactive = mostly below about 43%; also: 0% is about no effect
AMA1-RON2 inh: inhibitors of Plasmodium falciparum AMA1-RON2 interaction; AID 720542; AlphaScreen AMA1-biotinylated RON2 peptide binding; Potency, µM (series often up to 58.2 µM), for inactives: at the top dose activity change, negative = inhibition, usual class: inhibitors; 360,000 tested, 0.2% active;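 also: potency is read from the fitted curve at half-maximal effect; 0% = vehicle wells and -100% = peptide control; nearly all actives have a fitted effect of over 45% in size; some results filed as inactive show a strong effect at the top dose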
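AMA1 (3D7) with his tag at 25 nM final met compounds first, then biotinylated RON2 peptide at 25 nM; detection used donor plus acceptor beads, 10 µg/mL apiece, read by AlphaScreen after 30 min at room temperature.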
AmpC detergent: AmpC beta-lactamase inhibition with detergent present. 370,000 tested, 0.041% active. P00811. Potency, µM (doses to about 114 µM), for the others: top-dose activity change, negative = inhibition, most hits filed as inhibitors. AmpC hydrolysis of nitrocefin, absorbance 480 nm, 0.01% Triton. AID 485294;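 also: potency is read from the fitted curve at half-maximal effect; 0% = no-compound wells and -100% = no-enzyme wells; nearly all actives have a fitted effect of over 25% in size; some results filed as inactive show a strong effect at the top dose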
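AmpC (5.3 nM in the dispensed reagent) in 20 mM phosphate pH 7.0 with 0.01% (detergent screen) or 0.0001% Triton X-100 was preincubated with compounds for 15 min at room temperature. Nitrocefin was then added from an 800 uM solution, and hydrolysis was followed at 480 nm.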
* hit, by the source's call; & = joins results of further samples; [ ] = remark or other dose. Unless noted, calls follow the shape of the dose curve; as a rule, active = well fitted curve in the direction sought with a large enough effect; inconclusive = small, poorly fitted or top-dose-only effect, or another doubt; inactive = no such curve, though single readings can be large; an effect the other way counts as inactive or inconclusive.

Cc1cc(=O)[nH]c(SCn2nnc3ccccc3c2=O)n1 was read as AmpC no deterg -12%, Giardia FBPA inh -26%, HCMV inh 71, CHX counter -4, Shiga toxin inh -13, AMA1-RON2 inh -2% and AmpC detergent -10%.
For COC(=O)C1C(c2ccccc2)C(C(=O)OCc2ccco2)C1c1ccccc1 (stereo unspecified) the results were AmpC no deterg -29%, Giardia FBPA inh -1%, HCMV inh 10, CHX counter 72*, Shiga toxin inh 125*, AMA1-RON2 inh 11% and AmpC detergent inconclusive.
Cc1ccc2c(c1)N(CC(=O)N(Cc1ccccn1)Cc1ccco1)C(=O)C(C(C)C)O2 (stereo unspecified) was read as AmpC no deterg 129%[activator], Giardia FBPA inh 3%, HCMV inh -25, CHX counter 9, Shiga toxin inh 34*, AMA1-RON2 inh -8% and AmpC detergent 3%.
For Cc1cc2ccccc2c(=O)n1CC(=O)NCC(=O)N1CCCC1 the results were AmpC no deterg -11%, Giardia FBPA inh -4%, HCMV inh 7, CHX counter -1, Shiga toxin inh 36, AMA1-RON2 inh 4% and AmpC detergent -9%.
For CN(C)CCO[C@@H](c1ccc(Cl)cc1)c1ccccn1 the results were AmpC no deterg 2%, Giardia FBPA inh 10%, HCMV inh 7, CHX counter -3, Shiga toxin inh -2, AMA1-RON2 inh -18% and AmpC detergent -2%.
Screening O=C(OCc1nnc(-c2ccccc2)o1)C1CCN(S(=O)(=O)c2cccs2)CC1 returned AmpC no deterg 18%, Giardia FBPA inh 6%, HCMV inh -11, CHX counter 0, Shiga toxin inh -9, AMA1-RON2 inh -1% and AmpC detergent -1%.
Screening O=C(NC1CCCCCC1)c1cccc(N2CCCC2=O)c1 returned AmpC no deterg 2%, Giardia FBPA inh 0%, HCMV inh 28, CHX counter 46*, Shiga toxin inh 33*, AMA1-RON2 inh -6% and AmpC detergent 4%.
`Cc1ccc(N(C(=O)CNC(=O)c2ccco2)C(C(=O)NC2CCCC2)c2cccnc2)cc1` (stereo unspecified) gave AmpC no deterg -4%, Giardia FBPA inh 1%, HCMV inh inconclusive, CHX counter -2, Shiga toxin inh 2, AMA1-RON2 inh -3% and AmpC detergent 1%.
For O=C(c1ccco1)N1CCN=C1SCc1c(F)cccc1Cl the results were AmpC no deterg 2%, Giardia FBPA inh 19%, HCMV inh -15, CHX counter 2, Shiga toxin inh 26, AMA1-RON2 inh 0% and AmpC detergent -11%.
CC1=C(C(=O)OCc2ccccc2)C(c2cccc([N+](=O)[O-])c2)NC(=O)N1CCCCCC(=O)O (stereo unspecified) was read as AmpC no deterg -14%, Giardia FBPA inh 11%&-13%, HCMV inh -8, CHX counter -4, Shiga toxin inh -18, AMA1-RON2 inh 7% and AmpC detergent -15%.
Screening Cc1ccccc1C(=O)Nc1ccnn1C1CCN(C2CCSCC2)CC1 returned AmpC no deterg -24%, HCMV inh 1, CHX counter -11, Shiga toxin inh -3, AMA1-RON2 inh 0% and AmpC detergent -2%.
`O=c1cccc(-c2ccccc2)[nH]1` gave AmpC no deterg 28%, Giardia FBPA inh -9%, HCMV inh 12, CHX counter 1, Shiga toxin inh -2, AMA1-RON2 inh 10% and AmpC detergent -14%.
CCCC1(C(=O)OCC)NC(c2ccc(N(C)C)cc2)C2C(=O)N(c3ccc(OCC)cc3)C(=O)C21 (stereo unspecified) was read as AmpC no deterg 22%, Giardia FBPA inh -4%, HCMV inh -21, CHX counter -5, Shiga toxin inh -14, AMA1-RON2 inh -2% and AmpC detergent -16%.
CS(=O)(=O)N(Cc1ccccc1)c1ccc(C(=O)NCC2CCCO2)cc1 (stereo unspecified) was read as AmpC no deterg 9%, Giardia FBPA inh 14%, HCMV inh -16, CHX counter -4, Shiga toxin inh -25, AMA1-RON2 inh 8% and AmpC detergent 4%.
Screening O=C(CN1CCC(O)(c2cccc(F)c2)CC1)NCCc1c[nH]c2ccccc12 returned AmpC no deterg 55%, Giardia FBPA inh 0%, HCMV inh 0, CHX counter -2, Shiga toxin inh -3, AMA1-RON2 inh -7% and AmpC detergent -12%.
Oc1ccc(C=Nc2cccc3ncccc23)c(O)c1 was read as AmpC no deterg -22%, Giardia FBPA inh inconclusive, HCMV inh -15, CHX counter 1, Shiga toxin inh 2, AMA1-RON2 inh 19% and AmpC detergent inconclusive.
`CCOC(=O)c1cc2n(c1C)-c1ccccc1C2=O` gave AmpC no deterg -7%, Giardia FBPA inh 0%, HCMV inh 72, CHX counter 17, Shiga toxin inh 9, AMA1-RON2 inh 0% and AmpC detergent inconclusive.
`O=C(O)c1cc(-c2ccc(O)cc2)nc2ccccc12` gave AmpC no deterg -5%, Giardia FBPA inh 8%, CHX counter 1, Shiga toxin inh -22 and AmpC detergent 3%.
For CCCn1c2c(c(O)c(C(=O)Nc3ncccc3C)c1=O)CCCC2 the results were AmpC no deterg 35%, Giardia FBPA inh 0%, HCMV inh inconclusive, CHX counter -9, Shiga toxin inh -21, AMA1-RON2 inh 36%[activator] and AmpC detergent inconclusive.
Screening CCOc1ncccc1C(=O)OCC(=O)N1c2ccccc2CC1C (stereo unspecified) returned AmpC no deterg -10%, HCMV inh -20, AMA1-RON2 inh 2% and AmpC detergent -12%.
For C[C@](N)(CCP(=O)(O)O)C(=O)O the results were AmpC no deterg -10%, Giardia FBPA inh -6%, HCMV inh 49, AMA1-RON2 inh 15% and AmpC detergent inconclusive.
For CC(C)CC1NC(=O)N(CCCCN2C(=O)c3ccccc3C2=O)C1=O (stereo unspecified) the results were AmpC no deterg 22%, Giardia FBPA inh 1%, HCMV inh 1, CHX counter -1, Shiga toxin inh -10, AMA1-RON2 inh -10% and AmpC detergent 1%.
`O=C(CSc1nnc(NCc2ccccc2)s1)c1ccco1` gave AmpC no deterg -22%, Giardia FBPA inh -5%, HCMV inh 1, CHX counter 16, Shiga toxin inh 78*, AMA1-RON2 inh -2% and AmpC detergent -16%.
`O=C(Nc1ccc(N2CCCC2)cc1)c1cccc(F)c1` gave AmpC no deterg 2%, Giardia FBPA inh -24%, HCMV inh 139, CHX counter 54*, Shiga toxin inh 145*, AMA1-RON2 inh -25% and AmpC detergent -10%.
`Cc1ccc2cc(CCNC(=O)CC(C)C)c(=O)[nH]c2c1` gave AmpC no deterg -17%, Giardia FBPA inh -2%, HCMV inh -67*, CHX counter -2, Shiga toxin inh -7, AMA1-RON2 inh 4% and AmpC detergent -1%.
O=c1[nH]c2ccccc2n1Cc1ccc(F)cc1 was read as AmpC no deterg -24%, Giardia FBPA inh 4%, HCMV inh -19, CHX counter -1, Shiga toxin inh -6, AMA1-RON2 inh 3% and AmpC detergent -14%.
For Cn1ncc2cc(NC(N)=S)ccc21 the results were AmpC no deterg -4%, Giardia FBPA inh -10%, HCMV inh -14, CHX counter -1, Shiga toxin inh -13, AMA1-RON2 inh 24% and AmpC detergent 0%.
For COc1ccc(-c2nnc(SCC(=O)Nc3c(Cl)cc(Cl)cc3C(=O)O)o2)cc1 the results were AmpC no deterg -21%, HCMV inh 30 and AMA1-RON2 inh 0%.
`C=CCn1c(COc2ccccc2)nnc1SCC(=O)Nc1ccc(S(N)(=O)=O)cc1` gave AmpC no deterg -14%, Giardia FBPA inh 7%, HCMV inh -31, CHX counter 1, Shiga toxin inh -9, AMA1-RON2 inh 3% and AmpC detergent -10%.
`COc1ccc(OC)c(/C=C2/Sc3ccccc3C2=O)c1` gave AmpC no deterg -23%, Giardia FBPA inh -5%, HCMV inh -23, CHX counter -2, Shiga toxin inh 20, AMA1-RON2 inh -7% and AmpC detergent -8%.
O=C(NCCCN1CCN(c2ccccc2)CC1)C1CCCN(c2ncnc3c2nc2n3CCCCC2)C1 (stereo unspecified) was read as AmpC no deterg 176%[activator], Giardia FBPA inh 6%, HCMV inh -37, CHX counter -2, Shiga toxin inh -10, AMA1-RON2 inh 4% and AmpC detergent inconclusive.
For CCN(CC)S(=O)(=O)c1ccc(C)c(NC(=O)COC(=O)CCC(=O)c2cccs2)c1 the results were AmpC no deterg -20%, HCMV inh 0, AMA1-RON2 inh 7%[11.6 µM] and AmpC detergent 4%.
Cc1nc2c(sc(=S)n2Cc2ccco2)c(=O)n1CC(=O)Nc1cc(F)ccc1F was read as AmpC no deterg -45%, Giardia FBPA inh -4%, HCMV inh 9, CHX counter 5, Shiga toxin inh -4, AMA1-RON2 inh -3% and AmpC detergent -14%.
For N#CN(Cc1ccccc1)Cc1ccccc1 the results were AmpC no deterg -24%, Giardia FBPA inh 0%, HCMV inh 0, CHX counter 1, Shiga toxin inh -4, AMA1-RON2 inh 5% and AmpC detergent -13%.
For CN(C)c1cccc(C(=O)N(C)C2CCCN(Cc3ccccc3F)C2)c1 (stereo unspecified) the results were AmpC no deterg 12%, Giardia FBPA inh -3%, HCMV inh -71*, CHX counter -2, Shiga toxin inh 7, AMA1-RON2 inh -2% and AmpC detergent 0%.
CC(C)C[C@H](NC(=O)c1nc[nH]c1C(=O)N1CCN(C(=O)OC(C)(C)C)CC1)C(=O)OC(C)(C)C was read as AmpC no deterg 193%[activator], Giardia FBPA inh -21%, HCMV inh -96*, CHX counter 1, Shiga toxin inh -1, AMA1-RON2 inh 92%[activator] and AmpC detergent 5%.
For COc1ccc(/C=C(\NC(=O)c2ccc(OCC(C)C)cc2)C(=O)OCc2ccco2)cc1 the results were AmpC no deterg -26%, Giardia FBPA inh -2%, HCMV inh -11, CHX counter -2, Shiga toxin inh -3, AMA1-RON2 inh -12% and AmpC detergent -6%.
`COc1cccc(C(=O)NCc2nnc(SCC(=O)Nc3nccs3)n2-c2cccc(C)c2)c1` gave AmpC no deterg -1%, Giardia FBPA inh 1%, CHX counter -4, Shiga toxin inh -3, AMA1-RON2 inh 2% and AmpC detergent -7%.
`CSCCC(NS(=O)(=O)c1ccccc1F)C(=O)N1CCCCCC1` (stereo unspecified) gave AmpC no deterg 17%, Giardia FBPA inh -8%, HCMV inh 86, CHX counter 4, Shiga toxin inh -4, AMA1-RON2 inh 5% and AmpC detergent 5%.
Screening O=C(O)CCc1ccc(-c2cccs2)n1NC(=O)c1cccs1 returned AmpC no deterg -25%, Giardia FBPA inh 6%, HCMV inh -36, CHX counter 7, Shiga toxin inh -3, AMA1-RON2 inh -2% and AmpC detergent -2%.
O=C(/C=C/c1ccccc1)NCC(=O)N/N=C/c1ccccc1[N+](=O)[O-] was read as AmpC no deterg -32%, Giardia FBPA inh 1%, HCMV inh 3, CHX counter -5, Shiga toxin inh -4, AMA1-RON2 inh 0% and AmpC detergent 1%.
`CCOC(=O)c1ccc(N2C(=O)c3n[nH]c(C)c3C2c2cccnc2)cc1` (stereo unspecified) gave AmpC no deterg -2%, Giardia FBPA inh 10%, HCMV inh 5, CHX counter -6, Shiga toxin inh -7, AMA1-RON2 inh -21% and AmpC detergent -14%.
Screening O=C(CN1CCN(c2ccccn2)CC1)Nc1ccc(Cl)c(C(F)(F)F)c1 returned AmpC no deterg 95%[activator], Giardia FBPA inh 5%, HCMV inh 30, CHX counter -1, Shiga toxin inh -8, AMA1-RON2 inh -1% and AmpC detergent -18%.

No enrichment for hits; any-hit rate near 16%.
